Source: PubChem
CHOP inh: CHOP inhibition in unfolded protein response; CHO-K1 CHOP-promoter luciferase, tunicamycin-induced, 15-18 h; inhibition, % at 10 µM; 220,000 tested, 3.8% active; AID 2732;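 active = compounds that reduced the stress-induced luciferase reporter signal by more than about 70% of percent inhibition, limit read from the data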;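 note: 0% = tunicamycin plus vehicle and 100% = wells without tunicamycin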
RBBP9 inh: human RBBP9 hydrolase inhibition; inhibition, % at 7.94 µM; AID 1515; recombinant RBBP9, FP-Rh probe fluorescence polarization; 220,000 tested, 0.2% active;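 active = inhibition above the campaign mean of all tested compounds plus 3 SD, cut at about 14% in these data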;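 note: plate controls were DMSO wells with RBBP9 for no effect and wells lacking RBBP9 protein for full effect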
Target sequence (O75884 whole entry, looked up): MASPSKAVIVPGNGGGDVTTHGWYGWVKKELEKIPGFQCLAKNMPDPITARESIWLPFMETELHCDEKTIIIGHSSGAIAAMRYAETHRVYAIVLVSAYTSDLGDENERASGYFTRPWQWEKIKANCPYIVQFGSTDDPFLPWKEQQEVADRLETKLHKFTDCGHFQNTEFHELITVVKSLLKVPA
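System: RBBP9 protein | Quantity: 2.5 µM RBBP9 dispensing solution, before mixing | Reagent: FP-Rh probe, 375 nM dispensing solution | Timing: Enzyme-compound preincubation 30 min, then probe labeling 45 min, 25 °C | Measured by: Fluorescence polarization | Read-out: % inhibition | Replication: One well per compound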
Ba/F3 V617F tox: reduce viability of Ba/F3 cells dependent on JAK2V617F; Ba/F3 EpoR-JAK2V617F viability, ATP luminescence; inhibition, % at 5.6 µM; 220,000 tested, 1.1% active;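 active = inhibition above the campaign mean plus 3 SD over all tested compounds, cut at about 24% in these data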;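 note: cytokine-independent growth of Ba/F3 cells driven by EpoR plus mutant JAK2; 0% = DMSO-treated cells and 100% = JAK inhibitor I control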
BaF3 tox: parental Ba/F3 viability inhibition as JAK2V617F counter-screen | CellTiter-Glo ATP luminescence | inhibition, % at 5.6 µM | 220,000 tested, 1.1% active;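 active = inhibition above a per-campaign cutoff, the mean inhibition of all tested compounds plus 3 SD, cut at about 27% in these data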;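 note: 0% = DMSO wells and 100% = JAK Inhibitor I control wells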
Wee1 degr inh: human Wee1 degradation inhibition, primary screen; P30291; reporter increase, % at 5 µM; AID 1321; HeLa Luc-Wee1K328M stability, luciferase luminescence; 100% = proteasome inhibitor MG132 effect; 220,000 tested, 1.2% active;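 active = activation above the mean of all tested compounds plus 3 SD, set per screening run, cut at about 8.8% in these data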;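 note: cells exposed to compound for 20 h before luminescence read; 0% = DMSO alone and 100% = MG132 at 30 µM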
PPC-1+TRAIL kill: PPC-1 cancer cell killing with TRAIL present; PPC-1 cells + TRAIL, ATPLite viability luminescence; 220,000 tested, 0.41% active; cell killing (% activity), % at 4 µM;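 active = cell killing above 50% in the first pass at 4 µM, then a duplicate retest at 5 µM averaging 50% or more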;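 note: plate controls were cells with TRAIL plus DMSO for no effect and medium-only wells lacking cells for full effect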
TNF necrop inh: TNF-alpha cell death inhibition in Jurkat FADD-/- cells; Jurkat FADD-/- TNF necroptosis rescue, ATP luminescence, 24 h; 0 = TNF only, 100 = no-TNF cells; activation (protection from cell death), % at 10 µM; 220,000 tested, 0.068% active;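 active = activation, meaning protection from cell death, of at least 50% relative to plate controls; inactive = activation below 50%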;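 note: necroptosis triggered by 40 ng/mL TNF-alpha added together with compound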
TRPML3 ag: human mucolipin-3 channel agonism. AID 1448. HEK293 TRPML3-YFP, Fluo-8 calcium fluorescence; 100% = the carbachol control signal. 220,000 tested, 0.29% active. activation, % at 3 µM;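 active = activation above its plate's cutoff, the mean activation of the plate's test wells plus 3 SD, cut at about 12% in these data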;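 note: 0% = DMSO only wells and 100% = carbachol wells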
Target sequence (Q8TDD5 whole entry, looked up): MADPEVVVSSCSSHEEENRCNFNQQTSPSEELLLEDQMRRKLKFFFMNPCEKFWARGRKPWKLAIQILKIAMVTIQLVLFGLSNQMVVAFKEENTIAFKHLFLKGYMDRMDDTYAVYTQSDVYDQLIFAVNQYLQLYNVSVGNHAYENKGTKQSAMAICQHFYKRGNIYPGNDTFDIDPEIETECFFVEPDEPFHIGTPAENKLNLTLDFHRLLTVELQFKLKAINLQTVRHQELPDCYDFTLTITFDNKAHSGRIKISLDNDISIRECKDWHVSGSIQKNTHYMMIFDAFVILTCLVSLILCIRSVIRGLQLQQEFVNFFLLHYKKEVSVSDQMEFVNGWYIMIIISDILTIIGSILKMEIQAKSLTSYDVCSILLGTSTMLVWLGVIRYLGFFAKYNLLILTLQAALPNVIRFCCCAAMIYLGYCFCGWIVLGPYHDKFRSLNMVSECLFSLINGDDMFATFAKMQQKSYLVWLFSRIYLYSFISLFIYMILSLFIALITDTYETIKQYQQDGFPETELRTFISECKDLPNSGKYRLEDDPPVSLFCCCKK
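system = HEK293 cells stably carrying human TRPML3-YFP | doses = one concentration, 3 µM nominal, 0.3% DMSO | timing = dye loading 1 h 37 °C then 30 min ambient, 125 s read | detection = Fluo-8 calcium dye fluorescence, ex 470-495, em 515-575 nm | benchmarks = high control carbachol 87 µM, low control DMSO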
zfTRPN1 agonist: activates the zebrafish TRPN1 channel. activation, % at 3 µM. AID 1424. HEK293 zebrafish TRPN1-YFP, Fluo-8 calcium fluorescence; 100% = response to 87 µM carbachol. 220,000 tested, 0.18% active;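 active = activation above its plate's cutoff, the mean activation of test wells on that plate plus 3 SD, cut at about 19% in these data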;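 note: 0% = DMSO alone and 100% = 87 µM carbachol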
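Material – zebrafish TRPN1-YFP in HEK293 cells · Doses – 3 µM single point · Schedule – dye 1 h 37 °C plus 30 min RT · Signal – Fluo-8 calcium fluorescence, excitation 470-495 nm, emission 515-575 nm · Read-out – % activation versus carbachol response · Control set – carbachol high, DMSO low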
Starred values were filed as active, the others as inactive; / = not tested or not shown; & = joins results of further samples.

structure	CHOP inh	RBBP9 inh	Ba/F3 V617F tox	BaF3 tox	Wee1 degr inh	PPC-1+TRAIL kill	TNF necrop inh	TRPML3 ag	zfTRPN1 agonist
CC(NC(C)(C)C)C(=O)c1cccc(Cl)c1 (stereo not drawn)	-2.3&1.0	4.3	-0.5	4.8	0.1	-4.2	4.1	-0.5	-0.5
CCOC(=O)C1CCN(C=C2C(=O)N(C)C(=S)N(C)C2=O)CC1	11.8	-5.5	2.7	6.4	-3.5	12.8	1.0	0.3	-0.5
c1cncc(CNC2=NCCCCC2)c1	-23.4	-2.1	-1.6	2.1	2.2	5.2	-1.7	0.2	-0.5
C=CC(C)C(C(=O)c1ccccc1)N(C)C (stereo not drawn)	5.6	-0.5	27.1*	30.7*	-2.0	13.1	-0.2	0.4	0.1
CC/C(=N\NC(=O)c1ccccc1)c1c(O)n(Cc2ccccc2)c(=O)[nH]c1=O	-1.1	-5.6	-2.5	-3.5	10.2*	14.1	0.6	0.6	-0.1
C=CCn1c(O)c(/C=N/N2CCCCC2c2cccnc2)c(=O)[nH]c1=S (stereo not drawn)	10.6	-8.2	-1.8	5.0	-0.9	1.1	0.9	0.3	-1.5
CCCCC1(CCCC)C(=O)NC(=Nc2cccc(C)c2)NC1=O	79.5*	-3.8	3.4	5.1	-0.2	12.8	2.0	3.7	12.1
CC(=O)C1C2c3ccccc3OC1(C)N=c1s/c(=C/c3cn(C)nc3C)c(=O)n12 (stereo not drawn)	-2.4	-5.8	-0.9	3.5	0.8	-3.4	0.5	0.8	1.6
COc1cccc(-n2c(O)c(C=NCCN3CCOCC3)c(=O)[nH]c2=O)c1	8.0	-1.4	-2.2	3.0	-2.6	8.3	-1.0	-0.3	0.0
CN=C(SCC(=O)c1cccc(Cl)c1)c1c(O)n(C)c(=O)n(C)c1=O	-2.3	-11.8	-7.5	2.0	1.3	-4.2	-1.0	0.8	1.1
CCCCCc1nc2ccccc2c(=O)n1-c1ccc(Cl)cc1[N+](=O)[O-]	-4.4	-9.3	0.5	8.5	-2.8	3.7	-2.4	-0.5	0.9
Cc1ccccc1NC1=NCCCS1	12.8	-7.0	-2.9	0.9	-0.8	3.2	-0.7	-0.3	0.0
CCC(=O)N1CC(=O)Nc2ccc(Br)cc2C1c1ccccc1 (stereo not drawn)	19.8	1.1	-5.0	5.2	-2.2	23.0	-10.9	1.0	-0.3
Fc1ccc(CNCCc2ccccc2)cc1	-15.4	-8.8	1.9	1.7	-2.6	19.4	3.2	1.3	-0.2
C=CCC1C(=O)NC(=S)NC1=O	34.0	-4.2	2.3	-0.3	2.5	16.1	0.7	1.1	0.5
COc1ccccc1CCNCc1ccc(OC)c(OC)c1OC	22.5	-3.1	4.4	-0.2	-1.3	22.6	2.9	-0.2	0.8
CC/C(=N\NC(=S)Nc1ccccc1)c1c(O)[nH]c(=O)[nH]c1=O	9.0	0.8	1.1	-4.9	0.1	-18.0	2.8	0.8	0.0
C[C@]12CC[C@@H]3c4ccc(O)c(O)c4CC[C@H]3[C@@H]1CC[C@@H]2O	-33.3	-2.3	-6.0	0.3	1.9	11.2	/	-0.3	-0.9
Cc1ccsc1C(=O)C1CCCN(Cc2ccc(-n3cccn3)cc2)C1 (stereo not drawn)	-2.9	-8.5	1.1	2.6	0.7	8.2	1.8	1.3	4.3
COc1cc(N)c(Cl)cc1C(=O)NC1CN2CCC1CC2 (stereo not drawn)	6.1	3.0	-3.7	-4.3	-1.5	-0.5	/	1.1	0.9
CCN(CC)c1ccc(/C=C2/C(=O)NC(=O)N(CC3CCCO3)C2=O)cc1 (stereo not drawn)	22.7	-8.2	-1.8	1.9	-3.0	11.3	-4.3	0.8	0.6
CC(=O)O[C@]1(c2ccccc2)CCN(C)[C@H]2CCCC[C@@H]21	19.4	0.4	5.7	7.2	-0.7	21.3	-0.3	0.0	0.5
Cc1sc2nc(COC(=O)Cc3ccccc3)[nH]c(=O)c2c1C	26.3	-4.5	-1.7	5.8	-2.1	-1.3	0.7	0.6	-1.0
Cc1ccnc(-n2c(C)nc3ccccc3c2=O)c1	6.9	0.9	1.8	6.8	3.3	15.1	-0.5	0.7	2.4
Cc1ccc2c(c1)CNc1ccccc1O2	39.4	-7.5	-2.1	5.2	-1.9	-7.0	-6.4	-0.1	-2.0
CCCCCCN=Cc1c(O)n(C)c(=O)n(C)c1=O	20.4	-1.3	2.3	2.1	-1.6	9.7	-0.2	-0.9	-1.4
CCc1ccc(-n2c(O)c(/C=N/N3CCCCC3c3cccnc3)c(=O)[nH]c2=O)cc1 (stereo not drawn)	-6.7	0.5	-3.6	-0.6	0.4	14.8	2.4	0.4	0.4
Cc1ccccc1-n1c(-c2ccoc2)nc2ccccc2c1=O	10.7	-4.5	2.2	2.9	3.0	0.9	-1.0	0.4	1.3
CSc1nnc(C2CCNCC2)n1C	3.5	-6.0	1.4	4.0	5.3	-0.5	0.5	0.7	1.2
O=C(Cc1ccc(Cl)c(Cl)c1)NCC1(N2CCOCC2)CCCCC1	5.3	2.1	-0.7	1.9	4.7	24.1	3.4	-1.9	-2.0
COc1ccc(/C=C2/C(=O)N(Cc3ccco3)C(=O)N(C(C)C)C2=O)cc1	-34.3	-3.8	-2.0	4.7	1.2	8.5	0.7	1.8	1.5
Cc1ccc(C(=O)C2CN3CCC2CC3)cc1 (stereo not drawn)	25.9	7.2	-4.7	0.1	0.7	35.0	0.7	0.6	0.2
Cc1ccccc1NC(=O)c1cc(-c2ccccc2)n(CCCN2CCOCC2)c1C	3.5	-3.3	-2.1	1.4	-2.6	4.1	1.6	0.7	2.2
O=C(c1ccc(CNS(=O)(=O)c2ccc(Br)cc2)cc1)N1CCC2(CC1)OCCO2	5.3	-5.7	-0.2	2.5	1.9	12.2	0.7	0.4	2.0
CCn1cc(/C=c2/sc3n(c2=O)C2c4ccccc4OC(C)(N=3)C2C(=O)OC)c(C)n1 (stereo not drawn)	-7.5	-0.1	-1.4	4.5	0.6	-1.8	2.3	-0.5	0.7
Cc1ccc2[nH]c(=S)n(-c3cccnc3)c(=O)c2c1	6.8	-2.0	-1.5	2.6	-3.7	6.7	1.5	0.6	0.1
COc1ccc(N2C(=O)NC(=O)/C(=C\c3ccccc3[N+](=O)[O-])C2=O)cc1	-17.5	-7.2	4.1	7.8	-2.5	4.5	-0.1	1.0	2.6
O=C1NC(=O)C(CCc2ccncc2)(CCc2ccncc2)C(=O)N1CCc1ccccc1	-8.4	-7.2	1.4	3.5	-0.8	1.7	-0.3	0.1	-0.3
FC(F)(F)c1ccc2c(c1)nnn2C1CCN(Cc2nnnn2Cc2ccccc2)CC1	88.2*	-8.8	-0.9	4.6	-1.5	24.7	1.1	0.9	0.9
C=C1C[C@]2(O)[C@@]3(C)CCC(=O)C(C)(C)C3=C(O)C(=O)[C@@]2(C)[C@@H]2C(=O)O[C@@](C)(C(=O)OC)C(=O)[C@@]12C	14.6	2.4	-1.1	-4.9	-0.7	1.4	0.1	0.9	0.8

Reformatted as labelled records: 2 of the compounds above
smiles: CCCCCCN=Cc1c(O)n(C)c(=O)n(C)c1=O
  CHOP inh = 20.4	RBBP9 inh = -1.3	Ba/F3 V617F tox = 2.3	BaF3 tox = 2.1	Wee1 degr inh = -1.6	PPC-1+TRAIL kill = 9.7	TNF necrop inh = -0.2	TRPML3 ag = -0.9	zfTRPN1 agonist = -1.4

smiles: FC(F)(F)c1ccc2c(c1)nnn2C1CCN(Cc2nnnn2Cc2ccccc2)CC1
  CHOP inh = 88.2*	RBBP9 inh = -8.8	Ba/F3 V617F tox = -0.9	BaF3 tox = 4.6	Wee1 degr inh = -1.5	PPC-1+TRAIL kill = 24.7	TNF necrop inh = 1.1	TRPML3 ag = 0.9	zfTRPN1 agonist = 0.9

(cont.)
structure	CHOP inh	RBBP9 inh	Ba/F3 V617F tox	BaF3 tox	Wee1 degr inh	PPC-1+TRAIL kill	TNF necrop inh	TRPML3 ag	zfTRPN1 agonist
CCCCn1c(O)c(C(C)=NCC2CCCO2)c(=O)[nH]c1=O (stereo not drawn)	6.0	13.0	-3.1	4.0	-1.7	16.2	0.6	0.5	-1.1
Cn1c(O)c(C=NC2C(=O)C3(C)CCC2C3(C)C)c(=O)n(C)c1=O (stereo not drawn)	16.4	-11.6	1.2	2.4	-0.3	25.4	1.2	0.8	0.6
Cc1[nH]c2ccccc2c1C(=O)CN1CC=C(c2ccccc2)CC1	-16.4	-8.4	0.1	4.0	-1.9	8.3	4.2	0.7	-0.4
CCOC(=O)C1(CCc2ccccc2)CCN(Cc2ccco2)CC1	18.5	7.5	-2.1	2.4	0.4	14.1	-0.3	0.7	-0.7
CC1CN(c2cc([N+](=O)[O-])ccc2Cl)CC(C)N1 (stereo not drawn)	-5.3	-9.2	2.2	3.1	-1.2	-21.4	1.3	1.0	0.5
FCCN(CCF)c1cccc(Cl)c1	5.3	-5.6	-1.4	-0.7	-1.9	6.7	0.1	0.7	-0.2
CN(C)CCNC(=O)c1cccn(Cc2cccc(C(F)(F)F)c2)c1=O	-8.8	2.8	-3.0	-1.9	-3.6	0.3	1.2	1.6	1.2
NC1=C([N+](=O)[O-])C(c2ccc3c(c2)OCO3)c2c(c3ccccc3oc2=O)O1 (stereo not drawn)	9.4	-0.8	4.5	-12.7	4.3	14.3	-0.2	0.4	1.9
CCOC(=O)N(C)c1ccc(C(O)(C(=O)OC)C(F)(F)F)cc1 (stereo not drawn)	3.2	0.8	-2.0	2.9	0.4	39.2	-2.4	0.8	1.9
CC(=O)OC(C)(C)/C=C/C(=O)[C@](C)(O)[C@H]1[C@H](O)C[C@@]2(C)[C@@H]3CC=C4[C@H](C[C@H](O)C(=O)C4(C)C)[C@]3(C)C(=O)C[C@]12C	28.9	-4.8	100.8*	88.2*	-2.9	50.1*	-12.4	0.6	1.5
Cn1c(O)c(C(=Nc2ccc(F)cc2)c2ccccc2)c(=O)n(C)c1=O	2.7	0.8	-3.3	1.4	-2.3	-3.7	-2.8	0.5	-0.5
C/C(=N\NC(=O)c1ccccc1)c1c(O)n(Cc2ccccc2)c(=O)[nH]c1=O	-12.0	-1.3	5.4	1.0	3.6	8.8	-0.9	-0.4	-0.2
O=C(COc1ccc2ccccc2c1)N1CCN(C2CCN(Cc3ccccc3)CC2)CC1	20.7	-1.8	1.9	3.7	-0.4	12.2	-3.3	0.6	1.1
O=C(c1cccc(Cl)c1)C1CCCN(Cc2ccon2)C1 (stereo not drawn)	-0.7	-10.7	1.8	5.5	0.2	18.7	1.0	1.2	1.6
COc1ccccc1-n1c(O)c(C=NC2CC2)c(=O)[nH]c1=O	12.3	-1.1	-6.2	0.8	3.0	-5.6	0.8	0.3	0.1
CC(C)CN1CCN(Cc2ccc(C(F)(F)F)cc2)CC1CCO (stereo not drawn)	-9.5	-9.8	0.5	1.3	-2.2	-0.5	1.6	0.5	-1.6

This is a subset; rates above refer to the full screens.
